# hcDAF-12 act: activates DAF-12 receptor from parasite H. contortus; HEK293 hcDAF-12 lit1-tk-luc reporter, luminescence; 0% DMSO, 100% Δ7-dafachronic acid; activation, % at 6.8 µM; 370,000 tested, 1.4% active;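 active = activation above the mean of all tested compounds plus 3 SD, cut at about 5.5% in these data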;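 also: 100% = response to 3 µM Δ7-dafachronic acid high control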
# hgDAF12 agonist: activates the H. glycines DAF-12 receptor ligand-binding domain; HEK293 GAL4-hgDAF12 UAS-luciferase reporter, agonist luminescence; normalized to butyrate control; activation, % at 6.8 µM; 370,000 tested, 1.8% active; AID 687014;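 active = activation above a cutoff set at the mean of all screened compounds plus 3 SD, cut at about 10% in these data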;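 also: 0% = DMSO wells and 100% = sodium butyrate wells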
# ssDAF12 agonist: S. stercoralis DAF-12 activation, primary screen; HEK293 ssDAF-12/GRIP1 lit1-tk-luc reporter, luminescence; % of 3 µM dafachronic acid response; activation, % at 6.8 µM; 370,000 tested, 1% active; AID 652126;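 active = activation above the mean over all tested compounds plus 3 SD, cut at about 0.9% in these data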;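 also: 0% = DMSO-only wells and 100% = 3 µM delta7-dafachronic acid wells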
# DAX1 inh-1: inhibitors of DAX1 repression of SF-1 activated StAR promoter; 370,000 tested, 1.1% active; HEK293T StAR-luciferase reporter, SF-1/DAX-1 repression relief; inhibition, % at 6.8 µM; AID 652010;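 active = inhibition above the mean over all tested compounds plus 3 SD, cut at about 3.6% in these data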;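 also: 0% = DAX-1 cells with DMSO and 100% = cells lacking DAX-1 with DMSO; higher inhibition means more luminescence from relief of DAX-1 repression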
# ADAM10 inh: inhibits human ADAM10; O14672; inhibition, % at 7 µM; 370,000 tested, 0.62% active; recombinant ADAM10, EDANS/DABCYL FRET peptide cleavage, 3 h;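 active = inhibition above a per-campaign cutoff equal to the mean of compounds falling between control-based bounds plus 3 SD, cut at about 20% in these data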;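 also: 0% = DMSO wells while the 100% control is not disclosed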
# sPLA2-III inh: Inhibits HGIII-sPLA2 liposome hydrolysis, primary screen; inhibition, % at 12.2 µM; 370,000 tested, 0.56% active; QFRET BODIPY PC-A2 liposome hydrolysis, fluorescence;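 active = inhibition above mean plus 3 SD of compounds lying within the high and low control bounds, cut at about 19% in these data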;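 also: 0% = median of test compound wells and 100% = no enzyme DMSO wells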
# Target sequence (Q9NZ20 whole entry, looked up): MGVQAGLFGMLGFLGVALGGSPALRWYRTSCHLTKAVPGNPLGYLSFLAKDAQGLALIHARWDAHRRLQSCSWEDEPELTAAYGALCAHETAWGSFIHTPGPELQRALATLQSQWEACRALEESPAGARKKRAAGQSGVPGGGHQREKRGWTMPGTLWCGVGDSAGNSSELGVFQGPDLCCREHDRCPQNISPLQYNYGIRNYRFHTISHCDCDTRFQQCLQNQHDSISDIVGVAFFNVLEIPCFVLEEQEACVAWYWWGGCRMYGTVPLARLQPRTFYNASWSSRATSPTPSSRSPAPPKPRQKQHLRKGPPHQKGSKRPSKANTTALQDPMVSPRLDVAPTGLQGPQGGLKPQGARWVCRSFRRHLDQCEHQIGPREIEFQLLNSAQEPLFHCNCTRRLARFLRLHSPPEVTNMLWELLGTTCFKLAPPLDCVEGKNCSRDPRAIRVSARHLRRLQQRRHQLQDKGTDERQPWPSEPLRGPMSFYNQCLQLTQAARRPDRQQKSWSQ
# NPR2 activator: GC-B (human) receptor activation; P20594; HEK293-GC-B cells, CNP EC30, cGMP TR-FRET; 0% at EC30 CNP, 100% saturating CNP; activation, % at 10 µM; 370,000 tested, 0.11% active; AID 1920062;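 active = activation at 10 µM reaching about 35% in either raw or pattern-adjusted values, limit read from the data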
# FXN GAA850 act: increases GAA850 frataxin promoter reporter activity; HEK293 lucGAA850 FXN promoter luciferase reporter, 24 h; percent of 10 µM SAHA response; activation, % at 6 µM; 360,000 tested, 0.56% active; AID 540364;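 active = activation above the average of all compounds screened plus 3 SD, cutoff fixed separately per campaign, cut at about 7.5% in these data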;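 also: 0% = DMSO wells and 100% = 10 µM SAHA wells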
# SMARCA2 activ: activators of SMARCA2 function. activation, % at 9.1 µM. MG213 cells, MMTV-luciferase reporter, dexamethasone, overnight. 370,000 tested, 1% active; in the data active = activation above about 7.8%;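 also: 0% = vehicle wells and 100% = reference activator wells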
# NPR1 activator: GC-A (human) enzyme activation; P16066; AID 1671463; HEK293 GC-A cells, cGMP TR-FRET, EC30 ANP; 0% at EC30 ANP, 100% saturating ANP; activation, % at 10 µM; 370,000 tested, 0.14% active; in the data active = activation above about 40%
# DAX1 inh-2: inhibitors of human orphan nuclear receptor DAX1 (NR0B1) | HEK293 Gal4-DAX1 luciferase reporter, luminescence | AID 504766 | inhibition, % at 6.75 µM | P51843 | 340,000 tested, 0.99% active;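 active = inhibition above the mean over all tested compounds plus 3 SD, cut at about 4.2% in these data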;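 also: 0% = DAX1-transfected cells with DMSO and 100% = empty-vector control cells with DMSO; inhibition shows as a rise in luminescence from relieved DAX1 repression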
# Target sequence (P51843 207-470 limits assumed): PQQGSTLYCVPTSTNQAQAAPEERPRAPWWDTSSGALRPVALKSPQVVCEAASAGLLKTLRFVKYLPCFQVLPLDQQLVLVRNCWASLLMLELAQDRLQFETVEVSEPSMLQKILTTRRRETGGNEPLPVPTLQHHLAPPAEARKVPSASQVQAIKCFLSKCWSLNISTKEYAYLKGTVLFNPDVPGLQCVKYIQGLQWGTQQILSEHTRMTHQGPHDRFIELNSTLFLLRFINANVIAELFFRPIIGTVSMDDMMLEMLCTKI
# * hit, by the source's call; i = inactive; nt = no result given.
SMILES,hcDAF-12 act,hgDAF12 agonist,ssDAF12 agonist,DAX1 inh-1,ADAM10 inh,sPLA2-III inh,NPR2 activator,FXN GAA850 act,SMARCA2 activ,NPR1 activator,DAX1 inh-2
CCOC(=O)c1c(NC(=O)C(C)Sc2nnc(C)c(=O)[nH]2)sc2c1CCCC2 (stereo not given),0.7,-0.6,-1.0,0.2,2,-8,-1,1.5,-2,2,0.5
CCC(C)c1ccc(NC(=O)CSc2nncn2N)cc1 (stereo not given),2.8,3.3,-0.7,0.0,-4,-5,-4,-0.1,2,12,3.8
Oc1cccc(/C=N/Nc2ncnc3c2ncn3Cc2ccccc2)c1,2.2,5.3,-0.9,0.7,5,6,-1,2.5,0,-1,0.6
Cc1ccc(-c2cc(C(=O)O)n[nH]2)o1,-0.4,1.1,-0.7,0.3,9,-1,0,0.7,1,-1,0.0
C#CCNC(=O)C[C@@H]1C[C@]2(C(=O)OCC)CCC3=C2N(CCC3)C1=O,-0.9,3.5,-0.5,0.7,0,5,1,nt,-1,-1,nt
COc1cc(/C=N/NC(=O)c2ccc(N(C)S(=O)(=O)c3ccccc3)cc2)cc(OC)c1OC,-2.6,-0.3,-1.1,0.3,2,1,2,-0.1,-2,-7,-1.4
CCCCCSc1nc2c(cnn2-c2ccc(F)cc2)c(=O)[nH]1,-0.4,2.5,-0.7,0.1,6,0,9,1.9,7,10,2.1
CN1C(=O)c2ccccc2C(O)c2ccccc21 (stereo not given),-1.9,-1.2,-0.6,0.0,2,-4,4,3.0,-2,1,1.2
O=C(Nc1ncc2c(n1)CC(c1ccco1)CC2=O)c1ccccc1 (stereo not given),-0.7,4.5,-0.7,1.0,3,4,1,2.5,-2,-1,0.5
Cc1cc(C)c(C(=O)/C=C/c2cccc3ccccc23)c(=O)[nH]1,-4.5,-7.1,-2.3,-4.2,4,-11,-3,-14,-5,0,-4.6
COc1ccc(-n2nc3c(c2NC(=O)c2ccccc2)CS(=O)(=O)C3)cc1,0.8,-1.2,-0.3,0.4,-5,2,4,0.9,-3,4,0.8
CCN1CCCC1CNC(=O)C(=O)Nc1ccc(OC)cc1 (stereo not given),0.4,1.6,-0.6,0.4,-5,3,-4,2.2,-3,-1,0.6
CCC1Oc2ccccc2N(CC(=O)NCCN2C(C)CCCC2C)C1=O (stereo not given),1.2,-3.2,-1.7,-0.1,2,2,-1,-0.7,0,2,0.1
COCCNC(=S)N1CCc2cc(OC)c(OC)cc2C1COc1cc(C)cc(C)c1 (stereo not given),-1.2,-0.6,-0.6,0.2,-6,9,2,3.4,-3,2,-1.3
O=C(COC(=O)c1cncc(Br)c1)Nc1ccc(S(=O)(=O)N2CCOCC2)cc1,-0.4,1.4,0.0,0.7,-11,-3,2,0.5,0,3,1.3
COc1ccc(-n2c(CSc3nc(C)cc(C)n3)nnc2SCC(=O)Nc2nccs2)cc1,-1.0,-1.4,-0.9,0.6,-1,4,0,0.1,-2,-29,1.3
CN(c1ccccc1C(=O)Nc1cccc([N+](=O)[O-])c1)S(=O)(=O)c1ccccc1,-0.9,-0.7,-1.4,-0.2,5,5,-2,2.1,-3,-3,2.0
Cc1cc(=O)oc2cc(OS(C)(=O)=O)ccc12,-0.1,-0.1,-1.1,-0.7,-19,10,2,3.6,-2,0,0.6
Cc1ccccc1C(=O)Nc1ccccc1C(=O)N1CCC(C)CC1,0.6,-2.0,-0.8,-0.2,-11,5,1,1.1,-3,4,-0.4
COc1ccc(-c2nc(CS(=O)CC(=O)NC(C)CCc3ccccc3)c(C)o2)cc1OC (stereo not given),-2.1,-2.7,-1.1,-1.4,-3,-6,-3,2.5,1,-8,-0.4
Cc1nn(CC(=O)NCc2ccco2)c(C)c1[N+](=O)[O-],-0.9,4.3,-1.6,-0.4,-2,0,-4,2.3,7,1,-0.2
CC1=CC2=NC(=O)CC(C)(C(=O)N(CC(=O)NC3CCCC3)c3cc(C)cc(C)c3)N2C=C1 (stereo not given),0.2,0.0,-2.0,-0.4,i,-1,2,-0.2,0,4,-1.7
COc1cc(OC)cc(-c2c(-c3cccs3)c3cc(-c4cnc(OC)nc4)ccc3n2C)c1,-1.1,0.7,-0.9,-0.3,-24,0,-2,-0.4,-1,-1,-1.2
COc1ccc(NC(=O)c2ccc(F)cc2)cc1S(=O)(=O)Nc1cc(C)ccc1Br,-1.5,-1.4,-1.1,-0.7,23*,-42,-4,-1.1,-4,-10,-1.7
O=C(CCC(=O)c1cccs1)NCc1ccc(Cl)cc1,-0.9,0.5,-0.5,0.1,0,2,5,0.8,0,5,-1.2

# Taken from the results shown for reference:
SMILES,hcDAF-12 act,hgDAF12 agonist,ssDAF12 agonist,DAX1 inh-1,ADAM10 inh,sPLA2-III inh,NPR2 activator,FXN GAA850 act,SMARCA2 activ,NPR1 activator,DAX1 inh-2
CCOC(=O)c1c(NC(=O)C(C)Sc2nnc(C)c(=O)[nH]2)sc2c1CCCC2 (stereo not given),0.7,-0.6,-1.0,0.2,2,-8,-1,1.5,-2,2,0.5
CCC(C)c1ccc(NC(=O)CSc2nncn2N)cc1 (stereo not given),2.8,3.3,-0.7,0.0,-4,-5,-4,-0.1,2,12,3.8
Oc1cccc(/C=N/Nc2ncnc3c2ncn3Cc2ccccc2)c1,2.2,5.3,-0.9,0.7,5,6,-1,2.5,0,-1,0.6
Cc1ccc(-c2cc(C(=O)O)n[nH]2)o1,-0.4,1.1,-0.7,0.3,9,-1,0,0.7,1,-1,0.0
C#CCNC(=O)C[C@@H]1C[C@]2(C(=O)OCC)CCC3=C2N(CCC3)C1=O,-0.9,3.5,-0.5,0.7,0,5,1,nt,-1,-1,nt
COc1cc(/C=N/NC(=O)c2ccc(N(C)S(=O)(=O)c3ccccc3)cc2)cc(OC)c1OC,-2.6,-0.3,-1.1,0.3,2,1,2,-0.1,-2,-7,-1.4
CCCCCSc1nc2c(cnn2-c2ccc(F)cc2)c(=O)[nH]1,-0.4,2.5,-0.7,0.1,6,0,9,1.9,7,10,2.1
CN1C(=O)c2ccccc2C(O)c2ccccc21 (stereo not given),-1.9,-1.2,-0.6,0.0,2,-4,4,3.0,-2,1,1.2
O=C(Nc1ncc2c(n1)CC(c1ccco1)CC2=O)c1ccccc1 (stereo not given),-0.7,4.5,-0.7,1.0,3,4,1,2.5,-2,-1,0.5

# More compounds:
SMILES,hcDAF-12 act,hgDAF12 agonist,ssDAF12 agonist,DAX1 inh-1,ADAM10 inh,sPLA2-III inh,NPR2 activator,FXN GAA850 act,SMARCA2 activ,NPR1 activator,DAX1 inh-2
OC(CNCCc1ccc(C(F)(F)F)cc1)COC(c1ccccc1)c1ccccc1 (stereo not given),0.5,-0.9,-1.1,0.0,1,-11,-10,-1.1,-3,-22,-0.1
CC(=O)C1=C(O)C(=O)N(c2ccc(O)cc2)C1c1ccc(C)cc1 (stereo not given),-2.5,-2.0,-0.1,-0.1,4,-5,1,2.1,-5,1,-0.4
Cc1nn(-c2ccccc2)c(C)c1/C=N/n1c(-c2ccncc2)n[nH]c1=S,0.3,1.2,-1.5,0.0,2,11,-4,-3.7,-1,1,-0.3
CC(=O)N1CC(C)Sc2ccc(S(=O)(=O)NC3CCCCC3)cc21 (stereo not given),-2.4,-3.5,-2.0,-4.2,5,-4,4,-2.1,-2,5,-1.0
COCCn1cc(C(=O)NCc2ccco2)c2c3ccccc3n(C)c2c1=O,0.8,-2.6,0.1,0.1,-196,13,-3,0.9,-6,2,1.4
COc1cc(/C=N\N=C2/SC(CC(=O)O)C(=O)N2c2ccc(O)cc2)ccc1O (stereo not given),-1.2,0.3,-1.0,0.2,-16,-6,0,0.2,-2,0,-0.3
COc1cccc(C2C(=O)c3ccccc3C2=O)c1,1.7,-0.7,-1.1,-0.3,-7,-3,1,0.9,1,-1,nt
CCN(C(=O)COC(=O)/C(C#N)=C/c1ccc(N(C)C)cc1)C1CCS(=O)(=O)C1 (stereo not given),2.4,2.0,-0.7,1.5,-8,-4,-2,1.9,8.3*,0,3.0
O=C(Nc1ccccc1N1CCOCC1)c1ccc(N2CCCC2=O)cc1,-0.1,0.0,-1.1,-0.2,-6,4,1,0.4,-2,-1,-0.7
Cc1nnc(NC(=O)C2=COCCO2)s1,0.9,2.3,-0.9,2.3,-6,-1,-4,2.6,0,3,-0.3
NC(=O)COC(=O)c1ccccc1Nc1ccc(SC(F)F)cc1,-0.6,1.2,-0.9,-0.2,2,5,2,0.9,5,26,1.4
CSc1ccc(CNC(=O)Cc2ccc(NC(=O)C3=C(C)OCCS3)cc2)cc1,7.1*,7.7,0.2,-1.9,-5,9,-1,-2.3,4,-1,-0.5
O=C(CSc1cccs1)Nc1ccc(Cl)cc1,1.9,3.9,-1.0,0.5,-5,-1,-1,3.4,2,3,4.9*
Cc1cc[n+](-c2nc3ccccc3nc2[N-]S(=O)(=O)c2ccccc2)cc1,-0.7,2.2,-1.1,0.4,-10,5,0,1.7,-2,-1,0.1
COCCCn1cc(CN2CC(N3CCN(Cc4ccccc4F)CC3)CS2(=O)=O)nn1 (stereo not given),-1.2,5.9,-1.2,1.3,-5,4,1,nt,-5,2,nt
COc1ccc(OC)c(NC(=O)Nc2nc(CN)cs2)c1,-0.5,3.0,-1.6,-1.2,-17,6,-4,-0.2,1,-2,nt
CC1CCCC(C)N1C(=O)c1cc(F)c(F)cc1Cl (stereo not given),-0.8,0.5,-1.4,0.7,-2,5,6,0.6,-4,3,1.5
Cc1ccc(S(=O)(=O)NCC(=O)NCC(=O)OCC(=O)NC(=O)NC(C)(C)C)cc1C,0.1,-1.3,-1.0,0.3,9,4,2,0.0,-5,-2,0.3
Cc1ccc(NS(=O)(=O)c2ccc3c(c2)c(=O)n(C)c(=O)n3C)cc1F,0.5,-0.8,-1.2,0.1,-1,-12,1,-1.4,-3,-2,0.8
Cc1cc(C)n(CCC(=O)Nc2ccc3c(c2)OCCO3)n1,-1.6,-2.3,-1.2,-2.2,-4,2,4,-2.5,-1,-2,1.1
C/C(N)=C(/C#N)C(=O)CSc1nnc(-c2ccccc2)n1C,-0.4,3.6,-1.7,0.5,-11,5,5,0.4,-1,0,0.6
COC(=O)c1ccc(NC(=O)CNC(=O)C2CCCCC2)c(C)c1,-1.9,-1.7,-0.8,-0.3,5,5,-3,1.6,-3,1,1.9
CCc1ccc(Nc2ncc3c(n2)CC(C)(C)CC3=O)cc1,2.1,6.7,-0.9,1.3,6,-1,0,3.9,6,-1,7.1*
CCN(CC)C(=O)[C@H]1CC(CC(=O)NC/C=C(\C)CCC=C(C)C)C(=O)N2CCc3c([nH]c4ccccc34)[C@]12C (stereo not given in full),0.0,1.4,-0.8,0.2,-2,-8,0,-4.3,-5,-9,-0.5
COc1cc(CN2CCSCC2)cc(OC)c1OC,-0.8,-1.4,-1.4,0.2,3,-2,4,-0.4,4,-2,-0.9
O=C(c1cccs1)N1CCC(c2ccccc2)C1 (stereo not given),2.3,12*,0.2,0.7,-5,-3,-2,4.6,2,0,1.2
